# esBAF inh: SWI/SNF esBAF complex inhibition. mouse ES cells, Bmi1-luciferase knock-in reporter, 24 h; 100% = twice the neutral-well signal. reporter increase, % at 12.5 µM. actives 2% (n = 350,000). AID 602393; in the data active = activation above about 40%; inconclusive = no clear call, values can overlap the other calls;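 note: 0% = median of the plate's neutral control wells and 100% = double that signal; a rise in the Bmi1 reporter signal indicates esBAF inhibition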
# RAD54 inh: inhibitors of human RAD54 branch migration | Q92698 | RAD54 Holliday junction branch migration, FAM/BHQ fluorescence | inhibition, % at 10.4 µM | actives 0.14% (n = 360,000) | AID 602329;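 active = mean normalized replicate activity at least 40 and at least half of replicates scoring 40 or more; inconclusive = only one of the two criteria met; inactive = mean below 40 and under half of replicates reaching 40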;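 note: 0% = median of neutral control wells and 100% = median of positive control wells; inhibitors cause a drop in the FAM fluorescence signal; in these data hits start at about 50%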
# Target sequence (Q92698 whole entry, looked up): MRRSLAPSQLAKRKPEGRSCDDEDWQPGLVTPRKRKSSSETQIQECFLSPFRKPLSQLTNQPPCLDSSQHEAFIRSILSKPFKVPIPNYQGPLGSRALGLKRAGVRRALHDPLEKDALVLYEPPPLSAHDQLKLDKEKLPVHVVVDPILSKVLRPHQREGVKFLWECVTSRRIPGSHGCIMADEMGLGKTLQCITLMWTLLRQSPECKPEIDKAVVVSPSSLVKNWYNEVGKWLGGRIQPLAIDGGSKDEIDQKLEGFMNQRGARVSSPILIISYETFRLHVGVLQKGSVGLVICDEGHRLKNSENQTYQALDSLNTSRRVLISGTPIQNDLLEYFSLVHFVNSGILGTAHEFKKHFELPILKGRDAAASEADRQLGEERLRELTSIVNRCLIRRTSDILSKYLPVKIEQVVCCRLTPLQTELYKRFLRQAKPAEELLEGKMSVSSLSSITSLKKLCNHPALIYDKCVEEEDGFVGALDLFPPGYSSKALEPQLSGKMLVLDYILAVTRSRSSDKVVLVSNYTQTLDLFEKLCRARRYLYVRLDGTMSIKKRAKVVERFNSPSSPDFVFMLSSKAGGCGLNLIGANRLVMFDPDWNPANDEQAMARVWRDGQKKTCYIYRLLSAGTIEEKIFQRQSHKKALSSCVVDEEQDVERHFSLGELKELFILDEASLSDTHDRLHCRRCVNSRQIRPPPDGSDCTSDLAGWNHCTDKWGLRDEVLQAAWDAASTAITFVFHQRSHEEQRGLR
# * marks the source's active call; other numbers are inactive results; ? = inconclusive.
SMILES,esBAF inh,RAD54 inh
Cn1c(=O)[nH]c(=O)c2c1nc(NCc1ccccc1)n2CC(O)c1ccccc1 (centres undefined),1,7
C=C(C)C(=O)Nc1cccc(C2=NOC3(C2)C[C@H](C(N)=O)N(C(=O)CC)C3)c1 (some centres undefined),-3,-1
Cc1c(Cl)c([N+](=O)[O-])nn1Cc1ccc(C(=O)N/N=C\c2cccc(Br)c2)o1,18,1
Cc1n[nH]c(C)c1CCCOc1ccccc1,7,-17
Cc1cccc(NC(=O)c2sc(Cl)nc2-c2ccccc2)c1,5,10
CCOc1ccc(OCC)c(NC(=O)CSc2nnc(-c3cccnc3)o2)c1,-1,-21
Cc1ccc(-c2nnn(CC(=O)N(Cc3cccs3)C(C(=O)NC3CCCC3)c3ccncc3)n2)cc1 (centres undefined),?,1
Cc1cccc(-c2n[nH]c([N+](=O)[O-])n2)c1,-7,-12
COc1ccc(C2NC(=O)CS2)cc1OC (centres undefined),-5,-7
CCc1nc(N)c(C#N)c(-c2ccccc2OC)c1C,2,-17
CCOc1ccccc1NC(=O)Cc1coc2cc(C)ccc12,-2,1
COc1ccc(-c2nc(S(=O)(=O)c3ccc(C)cc3)c(N3CCCC3)o2)cc1,-5,-5
CCn1c(SCC(=O)c2ccccc2)nnc1-c1cccs1,37,0
Cc1ccc(N2CC(C(=O)Oc3cccc(N4C(=O)CCC4=O)c3)CC2=O)cc1 (centres undefined),-9,-2
O=C(Nc1ccc(S(=O)(=O)Nc2ccc(Cl)cc2)cc1)C1CCCO1 (centres undefined),-17,12
Cc1ccc(N=c2oc3cc(O)ccc3cc2C(N)=O)cc1,20,5
CCOc1ccc(C(=O)NN2C(=O)C3C4C=CC(O4)C3C2=O)cc1 (centres undefined),15,4
CCOc1c(Br)cc(C(N)=O)cc1OC,7,3
COc1ccc(C(=O)CCC(=O)O)c(C)c1,-6,9
O=S(=O)(Nc1ccc2c(c1)nc1n2CCN(Cc2ccccc2)C1)c1ccc(Cl)cc1,0,-3
Cc1[nH]c2ccc3c(ncn3CCC#N)c2c1C,-2,-3
O=C(Nc1ccccc1C(=O)O)c1ncn[nH]1,-5,2
COc1ccc(Oc2cc(C(F)(F)F)cnc2C(N)=O)cc1,-9,1
COC(=O)C1=C(O)CSC1=Nc1cccc(C(F)(F)F)c1,-6,-5
Cc1ccc(C2CC(=O)C=C(O)C2)cc1 (centres undefined),-7,2

# Next part; the last 2 above are carried over.
SMILES,esBAF inh,RAD54 inh
COC(=O)C1=C(O)CSC1=Nc1cccc(C(F)(F)F)c1,-6,-5
Cc1ccc(C2CC(=O)C=C(O)C2)cc1 (centres undefined),-7,2
O=C(c1ccc(Cl)cc1)c1ccc(OCC(O)CN2CCCCC2)cc1 (centres undefined),-6,10
O=C1C2ON(c3ccc(Br)cc3)C(c3cccnc3)C2C(=O)N1C1CCCCC1 (centres undefined),1,5
Cn1c(COc2ccccc2)nnc1SCC(=O)Nc1ccc(S(N)(=O)=O)cc1,-1,-1
O=C(c1cccc(Cl)c1)N1CCCC(C(=O)N2CCCCCC2)C1 (centres undefined),-2,-7
Cc1cc2ccccc2c(=O)[nH]1,2,-4
Cc1cc(S(=O)(=O)NCC(=O)O)ccc1F,-7,-37
COC(=O)c1cc(S(=O)(=O)N2CCCCCC2)c[nH]1,-14,-8
c1ccc(-c2nnc3sc(-c4ccncc4)nn23)cc1,7,2
CCCCNC(=S)NNC(=O)c1nn(C)cc1Cl,4,6
Cc1cc(=O)[nH]c(SCC(=O)Nc2nc(-c3ccccc3)cs2)n1,9,-6
Cc1ccc2c(c1)C1(OCCO1)C(=O)N2,3,1
CCN1CN=C(NS(=O)(=O)c2ccc(C)cc2)NC1,-6,13
COc1ccc(OC)c(C2=Nn3c(nnc3-c3ccco3)SC2)c1,10,4
CCc1c(C)nc2ccc(Br)cc2c1Cl,53*,-2
CCOC(=O)C1=C2SCCN2C(=O)C(C#N)C1(C)C (centres undefined),-7,1
CC(NC(=O)C12CC3CC(CC(C3)C1)C2)C(=O)NCCN(C)C (centres undefined),-9,-3
CCCCOc1ccc(C(C)NC(=O)C2CCCN(S(=O)(=O)CC)C2)cc1 (centres undefined),2,2
CCC(=O)N1CCc2cc(S(=O)(=O)CCC(=O)NCCC3=CCCCC3)ccc21,6,-4
CC1CCCN(CCOCCOc2ccc(Cl)cc2Br)C1 (centres undefined),-5,10
O=C(NCc1ccccn1)c1cc2n(n1)C(C(F)(F)F)CC(c1ccco1)N2 (centres undefined),2,-15
Cc1cc(C)nc(N(C#N)CC(=O)N(c2ccccc2)C(C)C)n1,-3,2
Cc1cccc(NC(=O)/C(=C\c2ccco2)NC(=O)c2cccs2)c1,9,-16
CN1CCN(c2ccc([N+](=O)[O-])cc2S(=O)(=O)N2CCOCC2)CC1,3,3
CC(C)(C)OC(=O)NCCc1nnc(SCC(=O)c2ccc(Cl)cc2)o1,-3,-4
CCOC(=O)N1CCC(NC(=O)C2CCN(S(=O)(=O)c3cnc[nH]3)CC2)CC1,-8,-2

# The results go on:
SMILES,esBAF inh,RAD54 inh
COc1ccc(C(=O)NCc2cccnc2)cc1OC,-15,-5
Cc1cccc(-c2noc(Cc3ccccc3)n2)c1,103*,4
CCNC(=O)CP(=O)(c1ccccc1)c1ccccc1,-1,-4
Cc1c(C(=O)NCCC2=CCCCC2)oc2ccc(S(=O)(=O)N3CCC4(CC3)OCCO4)cc12,8,11
COc1ccc(NS(=O)(=O)c2ccc(NC(C)=O)cc2)cc1OC,-15,-4
COc1cc2nc(CN3C(=O)c4ccccc4C3=O)oc(=O)c2cc1OC,-5,-2
Cc1nc(NNC(=O)c2ccccc2)cc(-c2ccccc2)n1,0,8
O=C(CSc1cccs1)Nc1ccc2ccccc2c1,60*,4
O=C(CCCOc1ccccc1)N1CCN(c2ccccc2)CC1,28,-14
Cc1ccc2c(c1)c(C)c(C)n2CC(O)Cn1nc(C)cc1C (centres undefined),-3,5
COc1ccc(S(=O)(=O)Nc2ccc(O)c3ccccc23)cc1,7,-8
O=C(CSc1nnc(Cc2ccccc2)n1Cc1ccccc1)NCc1ccco1,4,-3
COCCn1c(SCC(=O)Nc2cccc(C(=O)OC)c2)nc2ccccc2c1=O,-7,-6
Cc1nn(CCC(=O)O)c2nc(-c3cccnc3)cc(C(F)(F)F)c12,-3,2
COC(=O)c1ccc(C)c(N(CCO)CCO)c1,-12,-3
COc1ccc(S(=O)(=O)NNC(=O)c2csc(-n3nc(C)cc3C(F)(F)F)n2)cc1OC,2,-11
COc1ccc2[nH]cc(C(=O)CN3CCN(C4CCCCC4)CC3)c2c1,-2,-2
Nc1ncnc2c1ncn2[C@@H]1O[C@H](CNCC#Cc2ccccc2)[C@@H](O)[C@H]1O,3,-5
CCn1c(CCNC(=O)c2cccs2)nnc1SCC(=O)c1ccc(OC)cc1,13,-3
CCN1CCN(C(=O)CCN2C(=O)COc3ccc(C)cc32)CC1,-2,9
CC12CC(NC(=O)N1c1cccc(C(=O)N3CCN(c4ccccc4)CC3)c1)c1ccccc1O2 (centres undefined),-2,-10
CCSC1=C(C#N)C2(CCCCC2)C(C#N)=C(N)N1,0,-3
c1ccc2nc(-c3ccc(N4CCOCC4)cc3)ccc2c1,-73,4
COC(=O)CNC(=O)c1ccc(C)s1,-13,4
Cn1nc([N+](=O)[O-])c2c(-c3nc4ccccc4s3)c(N)n(C3CCCCC3)c2c1=O,3,-3

# Reprinted from the part before: five compounds, followed by the next part.
SMILES,esBAF inh,RAD54 inh
CC12CC(NC(=O)N1c1cccc(C(=O)N3CCN(c4ccccc4)CC3)c1)c1ccccc1O2 (centres undefined),-2,-10
CCSC1=C(C#N)C2(CCCCC2)C(C#N)=C(N)N1,0,-3
c1ccc2nc(-c3ccc(N4CCOCC4)cc3)ccc2c1,-73,4
COC(=O)CNC(=O)c1ccc(C)s1,-13,4
Cn1nc([N+](=O)[O-])c2c(-c3nc4ccccc4s3)c(N)n(C3CCCCC3)c2c1=O,3,-3
CN1CCN(C(=O)CCC(=O)c2ccc(F)cc2)CC1,-3,7
COc1cc(C(=O)N2CCN(C(=O)C(Cc3cc(C)ccc3C)NC(C)=O)CC2)cc(OC)c1OC (centres undefined),-6,-16
CCCCC(=O)Nc1ccc(N2CCN(C(=O)CC)CC2)cc1,-1,5
O=C(Nc1ccccc1N1CCN(C(=O)c2ccc(Cl)cc2)CC1)c1ccc([N+](=O)[O-])o1,4,3
CC(C)n1nc(C(=O)Nc2nc3ccc(S(C)(=O)=O)cc3s2)c2ccccc2c1=O,-15,4
COc1ccc(/C=C/C(=O)Nc2nc(C)cc(C)n2)cc1OC,2,6
COc1ccc(C2=C(O)C(C)N(c3ccccc3)C2=N)cc1OC (centres undefined),5,3
CCCn1c(-c2ccc(OC)cc2)nc2nc3ccccc3nc21,6,-5
COc1ccc(S(=O)(=O)N2Cc3ccccc3CC2C(=O)Nc2nccs2)cc1OC (centres undefined),44*,3
Cc1cc(C)c2c(N)c(C(=O)N3CCN(c4ncccn4)CC3)sc2n1,0,-8
Cc1ccc(NS(=O)(=O)c2cn(C)cn2)cc1,-7,-8
CCNc1nc(NCC)nc(C(=O)NN)n1,-4,6
O=C(O)CCC(=O)OCC1CCCO1 (centres undefined),-5,-20
O=C1CCCCCN1C(=O)c1cccc(C(=O)N2CCCCCC2=O)c1,2,6
COc1ccccc1NC(=O)NC1(C(=O)N2CCCCCC2)CCCCC1,-4,0
COc1ccc(C)cc1-n1nnnc1SCC1CCCCO1 (centres undefined),9,-7
CC(C)OC(=O)c1cc(NC(=O)C2C3CCC(O3)C2C(=O)O)cc(C(=O)OC(C)C)c1 (centres undefined),6,-12
Cn1nnnc1SCC(=O)N1c2ccccc2Sc2ccccc21,-4,6
Cc1ccc(NS(=O)(=O)c2cc(C(=O)NCCSC3CCCCC3)ccc2C)cc1,-2,1
O=c1c2[nH]c3ccccc3c2ncn1CCN1CCNCC1,-4,11
Cc1ccc(C(=O)Nc2ccon2)cc1S(=O)(=O)N1CCCC1,6,-6
Cc1ccc(-c2ccc(/C=N/NC(=O)CN3CCCC3)o2)cc1Cl,11,15
CNC(=O)c1[nH]cnc1C(=O)Nc1cccc(OC)c1,7,-6
CSc1nc(Cl)cc(N(CCO)CCO)n1,-11,-6
COc1cc(SC)ccc1C(=O)N(C)Cc1ccccc1,0,-7

# New compounds follow:
SMILES,esBAF inh,RAD54 inh
O=C(Cn1cnc(S(=O)(=O)N2CCCCC2)c1)NCc1ccco1,-6,-4
CCOC(=O)CSc1nc2cc(C)ccc2cc1C#N,44*,2
CCOC(=O)c1ccc2c(c1)nc(SCC(=O)c1ccco1)n2CC,1,3
COc1ccc(-c2nnc(N(C)C(=O)C3CCCO3)s2)cc1 (centres undefined),9,5
CCCCCCCCCCNC(=O)C(=O)Nc1ccccn1,5,-1
C/C(=N/NC(=O)c1ccc(Cl)cc1Cl)c1cccnc1,14,-2
CC(C)[C@H](NC(=O)c1ccccc1)C(=O)OCC(=O)N1CCc2ccccc2C1,3,-7
Cc1ccc(Cn2ncc3c(N4CCN(c5ccc(C)cc5)CC4)ncnc32)cc1,-1,5
CCOC(=O)/C(C#N)=C1/C=C(C)NC(c2ccccc2O)=N1,-1,-2
O=S(=O)(/C=C/c1ccccc1)NCCc1ccccn1,-8,1
O=S(=O)(NC(=NC1CCCC1)C(F)(F)F)c1ccccc1,2,0
O=C1OCc2cccc3cccc1c23,5,-4
COCCN1Cc2cccc(C(=O)Nc3c(C)cccc3C)c2C1=O,2,9
Cc1ccc(NC(=O)CCC(=O)NNC(=O)c2ccco2)cc1C,1,5
CCC12CN3CC(CC)(CN(C1)C3c1c(O)ccc3ccccc13)C2=O (centres undefined),-7,-10
Cc1cc(C(=O)Nc2c(F)cc(F)cc2Br)no1,15,-4
O=S(=O)(NCc1ccco1)N1CCOCC1,-7,-13
O=C(O)c1ccc2noc(-c3ccccc3)c2c1,82*,-3
N#Cc1cc2c(nc1SCC(=O)N1CCCCC1)CCCCC2,2,-33
Cc1[nH]c2ccccc2c1[C@H]1[C@@H](CC#N)C1(C)C,-1,-13
CC(C)C(c1nnnn1C1CCCC1)N1CCc2ccccc21 (centres undefined),10,-8
CCOC(=O)N1CCC(Nc2c(-c3ccc(C)c(C)c3)c(=O)c2=O)CC1,-6,2
N#Cc1nc(-c2ccco2)oc1NCc1ccc(F)cc1,0,1
CCN1CCn2c3c(c4cc(Br)ccc42)CCCC31 (centres undefined),0,-5
CC(C)Oc1ccc(C(=O)NC(C)(C)CO)cc1,10,-7

# (more compounds)
SMILES,esBAF inh,RAD54 inh
CCn1c(=O)c2ccccc2n2c(SCC(=O)NCc3cccs3)nnc12,-4,3
CCOc1ccc(N=C(NC#N)SCC(=O)NC2CC2)cc1,7,0
CC(C)CNC(=O)NC(=O)COc1c(F)c(F)cc(F)c1F,-2,-8
CC(C)C[C@H](NC(=O)NCCc1ccc(Cl)cc1)C(=O)O,4,3
CCOC(=O)C1=C(c2ccccc2)Nc2nc(C)nn2C1c1cccc(OC)c1OC (centres undefined),4,-12
CCCC(c1nnnn1C(C)(C)CC)N1CCN(C2CCCC2)CC1 (centres undefined),-7,2
O=C(O)c1ccc(-n2nc(C(F)(F)F)c3c2-c2ccoc2CC3)cc1,13,0
COc1ccc(NS(=O)(=O)c2ccc(N3C(=O)CCC3=O)cc2)cc1,9,-6
c1ccc(-n2cnnc2SCc2cn3ccccc3n2)cc1,-1,-2
Cc1ccc(C)c(Oc2coc3cc(OC(=O)c4cccs4)ccc3c2=O)c1,5,-5

# esBAF inh: what is marked active above.
Structure	esBAF inh
CCc1c(C)nc2ccc(Br)cc2c1Cl	53*
Cc1cccc(-c2noc(Cc3ccccc3)n2)c1	103*
O=C(CSc1cccs1)Nc1ccc2ccccc2c1	60*
COc1ccc(S(=O)(=O)N2Cc3ccccc3CC2C(=O)Nc2nccs2)cc1OC (centres undefined)	44*
CCOC(=O)CSc1nc2cc(C)ccc2cc1C#N	44*
O=C(O)c1ccc2noc(-c3ccccc3)c2c1	82*

# Compound activity from PubChem.

# These rows are one share of the data; count on the stated rates, not on these rows.
